Source: PubChem BioAssay
P. falciparum M1AAP – malaria alanyl aminopeptidase activity blockers – biochemical, fluorogenic H-Leu-NHMec substrate, 1536-well (AID 1445); 220,000 compounds, 0.42% hits; inhibition, % at 30 µM; hits with a dose series show IC50 in µM; recombinant M1AAP, H-Leu-NHMec fluorogenic kinetic assay; higher % means a stronger effect;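 active = primary inhibition above the hit cutoff, then over 50% inhibition at one or more dose response concentrations, cut at about 23% in these data, passing the limit was not always enough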;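 also: plate controls were DMSO full reaction for no effect and no enzyme background for full effect; strong numbers were not always called active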
UTI89 phage lysis – inhibition of K1F phage lysis, E. coli UTI89, bacterial capsule biogenesis inhibitors, alamar blue (AID 488966). E. coli UTI89 K1F phage lysis, alamar blue, 2 h; higher % means a stronger effect. inhibition, % at 100 µM, or IC50 in µM where a hit was titrated. 340,000 compounds, 0.02% hits;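 active = phage lysis inhibition, versus mean bacterial control, above a set limit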;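 also: capsule biogenesis inhibitors block K1F phage lysis so surviving cells raise fluorescence; higher fluorescence means more inhibition of phage lysis; actives were called in the ten point dose series up to 300 µM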
Myeloid diff MLP – compounds promoting myeloid differentiation; 360,000 compounds, 1% hits; calls only at 10 µM; ER-HoxA9 myeloid progenitors, lysozyme-GFP differentiation, flow cytometry;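 active = normalized GFP-positive differentiation at or above the plate's own cutoff, the solvent-only control mean plus 3 SD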;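 also: cells exposed to compound for four days before flow analysis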
TNAP activators – stimulation of alkaline phosphatase TNAP activity – biochemical, luminescent, no phosphate acceptor, uHTS, primary screen (AID 1001). purified TNAP, luminescent activation assay, no phosphate acceptor; higher activation fold means a stronger effect. one-dose activation fold at 20 µM; EC50 in µM for titrated hits. 200,000 compounds, 0.03% hits; in the data active = activation fold from about 3, or a potency from the dose series; inactive = the rest, 99 in 100 with activation fold below about 1.6; also: many of its hits are not listed in these tables
human PMI inhibition – MPI enzyme activity inhibition – biochemical, fluorescence intensity, coupled assay, primary screen (AID 1209); 190,000 compounds, 0.42% hits; purified PMI enzyme, coupled fluorescence intensity; higher % means a stronger effect; inhibition, % at 20 µM; hits with a dose series show IC50 in µM;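 also: plate controls were DMSO vehicle for no effect and wells lacking substrate for full effect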
WT yeast gro inh – growth inhibition of WT yeast, mitochondrial fusion screen | mitochondrial fusion phenotypic screen, WT strain | inhibition, % at 10 µM | 190,000 compounds, 2.1% hits; in the data active = inhibition above about 58%; tested in S. cerevisiae
PMI inhibition – MPI inhibition at elevated mannose 6-phosphate – biochemical, fluorescence intensity, high mannose 6-phosphate, primary screen (AID 1220); 190,000 compounds, 0.66% hits; recombinant PMI enzyme, coupled fluorescence intensity; higher % means a stronger effect; inhibition, % at 20 µM; hits with a dose series show IC50 in µM
ER stress rescue – rescue of cells from ER stress-induced death, primary screen, 384-well, CSM14.1, thapsigargin, ATP luminescence (AID 1222) | CSM14.1 thapsigargin-induced death rescue, ATP luminescence; higher % means a stronger effect | one-dose cellular ATP content (survival), % at 20 µM; EC50 in µM for titrated hits | 190,000 tested, under 10 active;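 active = EC50 below 50 µM in the dose-response confirmation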;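 also: death triggered by thapsigargin at about 15 µM added after 2 h compound pretreatment; cell ATP read after overnight thapsigargin exposure of roughly 18 to 22 hours; normalized against plate controls of thapsigargin alone and 5% DMSO vehicle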
Hep lipid drop – modulators of hepatic lipid droplet formation; 240,000 compounds, 0.4% hits; AML12 mouse hepatocytes, oleate lipid droplets, BODIPY imaging; inhibition, % at 6.5 µM; AID 1656;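 active = lipid droplet intensity inhibited by at least 50%, with more than 500 cells counted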
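System: AML12 hepatocytes (mouse). Probe or stimulus: oleic acid at 100 µM to induce lipid droplet formation. Times: overnight treatment with compound plus oleate. Detection: Image-based BODIPY and DAPI two-channel analysis. Evaluation: percent inhibition of filter-corrected integrated lipid droplet intensity per well.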
WT yeast gro inh mutant strain – further read-out of WT yeast gro inh, marked with its call; inhibition, %; mitochondrial fusion phenotypic screen, mutant strain inhibition
Hep lipid drop cells 6.5 µM – further read-out of Hep lipid drop, marked with its call; cell count; measured here: cell count, cytotoxicity flag;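 cells counted across two imaged fields per well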
Myeloid diff MLP GFP+ MAC1+ % – recorded beside Myeloid diff MLP, whose call it bears; GFP+ MAC1+ double positive, %; measured here: differentiation confirmed by MAC1 staining
* hit, by the source's call; i = inactive; . = not tested or not shown; + = active, no number; [ ] = remark or other dose. Rule as the data show it, unless noted: active = inhibition above about 50%; inactive = the rest.

SMILES | P. falciparum M1AAP | UTI89 phage lysis | Myeloid diff MLP | Myeloid diff MLP GFP+ MAC1+ % | TNAP activators | human PMI inhibition | WT yeast gro inh | WT yeast gro inh mutant strain | PMI inhibition | ER stress rescue | Hep lipid drop | Hep lipid drop cells 6.5 µM
COc1ccc(CC(=O)NC(C)c2nnc(SCC(=O)Nc3ccccc3)n2C)cc1 (stereo unspecified) | 15.3% | 0.0% | i | 0.6 | 0.9 | 6.8% | 7.0 | 0.5 | 5.0% | 0.5% | -9.6 | 687
COc1ccc(C2=NOC3(CC(=O)N(c4ccc(Cl)cc4)C3=O)C2)c(OC)c1 (stereo unspecified) | 2.2% | 3.2% | i | 0.8 | 1.1 | 14.7% | 1.0 | 1.3 | 2.2% | -2.0% | . | .
CCOC(=O)CCNC(=O)CCNC(=O)C(c1ccccc1)c1ccccc1 | -1.3% | -2.3% | i | 0.5 | . | . | . | . | . | . | -9.2 | 628
CCn1c(=N)c(S(=O)(=O)c2ccc(C)cc2)cc2c(=O)n3ccccc3nc21 | 7.4% | . | . | . | 1 | . | -1.2 | -19.7 | . | 1.5% | 4.7 | 744
O=C(NC(=S)Nc1ccc2[nH]c(=O)[nH]c2c1)c1cncc(Br)c1 | 33.3% | 0.5% | i | 0.1 | 1 | 13.8% | -8.9 | 2.8 | 12.7% | 1.0% | 4.7 | 715
CCOc1ccc(C)cc1S(=O)(=O)NC1CCCCC1 | 5.8% | -0.2% | i | 3.3 | 1 | 9.6% | 24.5 | 13.8 | 4.1% | 2.9% | -37.1 | 778
CN(CCCC(=O)Nc1ccncc1)S(=O)(=O)c1ccc(Cl)cc1 | 2.1% | 0.2% | i | 1.2 | 1 | -14.1% | 11.8 | 30.8 | -18.6% | 3.2% | . | .
CC(=O)c1c(C)[nH]c(C(=O)COC(=O)CNS(=O)(=O)c2ccccc2)c1C | 2.0% | 0.0% | i | 0.6 | 1.1 | 1.4% | -3.9 | 0.5 | 4.6% | 1.0% | . | .
Nc1nnc(CC(=O)N/N=C/c2cc([N+](=O)[O-])cc(Br)c2O)s1 | 30µM* | 0.8% | i | 0.3 | 1 | -9.4% | -20.2 | 3.4 | -17.3% | 0.8% | 0.8 | 731
COc1cccc(NC(=O)N2CCN(c3ccc(C(F)(F)F)cn3)CC2)c1 | 3.4% | 1.4% | i | 1.1 | 1 | 11.9% | 8.4 | 3.2 | 12.1% | -0.5% | . | .
c1ccc(CN2CCC(Nc3ncnc4sccc34)CC2)cc1 | 5.1% | 0.3% | i | 0.0 | 1.1 | -9.0% | -13.8 | 2.9 | -3.8% | 0.0% | 4.7 | 679
C=CCn1c(SCC(=O)NCCCC)nc2scc(-c3ccco3)c2c1=O | 12.9% | -1.1% | i | 0.7 | 1.1 | -3.7% | 26.6 | -5.5 | -9.3% | 2.0% | -8.3 | 741
CC(=O)c1c(C)[nH]c(C(=O)OCn2nnc3ccccc3c2=O)c1C | 5.4% | 0.1% | i | 0.6 | 1.3 | -1.6% | 2.8 | 6.7 | -3.0% | -1.5% | . | .
Cc1cc(C(=O)Nc2c(C)nn(Cc3c(Cl)cccc3Cl)c2C)no1 | -0.9% | 7.6% | i | 1.2 | 1.1 | 4.5% | -9.4 | -8.5 | -1.2% | -0.8% | . | .
O=C(CCCCn1c(=O)c2ccccc2n(Cc2ccccc2)c1=O)NC1CCN(Cc2ccccc2)CC1 | 5.3% | 0.1% | i | 0.2 | 1.2 | 11.7% | -2.2 | 12.5 | 3.3% | 8.8% | 4.9 | 712
O=C(C1CCN(S(=O)(=O)c2cccc3cccnc23)CC1)N1CCN(c2ccccn2)CC1 | 11.6% | -3.4% | i | 1.9 | 1 | -1.9% | 12.7 | 15.7 | 8.8% | 3.5% | . | .
COC(=O)c1c(-c2ccccc2)csc1NC1=NS(=O)(=O)c2ccccc21 | 1.0% | 6.3% | i | 0.4 | 1.2 | 12.4% | -3.7 | -15.3 | 5.0% | -6.9% | -4.0 | 576
CCOC(=O)c1c(NC(=O)C(=O)N/N=C/c2ccccc2OC)sc2c1CCCCC2 | 3.0% | 2.3%[50 µM] | i | 0.3 | 1.1 | 13.8% | 12.3 | 3.5 | 11.2% | 0.8% | 11.1 | 574
COc1ccccc1OCCCCN1CCN(c2ccccc2OC)CC1 | -1.8% | 4.0% | i | 0.4 | 1.1 | 7.3% | -9.6 | 3.7 | -8.7% | -1.5% | 18.6 | 834
CNC(=O)Cc1csc2ccc(Cl)cc12 | -3.0% | 0.0% | i | 1.7 | 1 | 2.5% | 2.3 | 0.8 | -0.8% | -2.7% | . | .
N#Cc1ccc(/C=N/N=C(N)N)cc1 | 20.0% | 2.8% | i | 0.8 | 1.1 | -3.2% | -5.3 | 3.8 | -7.6% | -4.5% | 9.4 | 707
CCN1CCc2c(sc(NC(=S)NC(=O)c3ccc(Cl)cc3)c2C(N)=O)C1 | 2.0% | -1.5% | + | 6.1* | . | . | . | . | . | . | 2.1 | 696
Cc1ccc(C(=O)NC2CCCCC2)cc1 | -0.8% | 2.3%[50 µM] | i | 6.3 | 1.1 | 4.3% | -13.9 | 12.1 | -4.9% | -1.0% | . | .
COc1ccc(CC(=O)NC(C)c2nnc(SCC(=O)c3ccc(OC)cc3)n2C)cc1 (stereo unspecified) | 9.4% | 0.2% | i | 0.5 | 1.1 | 19.5% | 3.8 | 11.0 | 10.4% | 0.9% | -4.2 | 674
COCC(=O)Nc1nc2n(n1)C(c1ccccc1Cl)CC(c1ccc(OC)cc1)N2 (stereo unspecified) | 8.9% | 9.9% | i | 0.7 | 1.1 | 3.8% | 4.1 | 2.1 | 6.2% | 4.1% | -1.1 | 766

The closing 2 entries of the part before come first, to join the parts:
SMILES | P. falciparum M1AAP | UTI89 phage lysis | Myeloid diff MLP | Myeloid diff MLP GFP+ MAC1+ % | TNAP activators | human PMI inhibition | WT yeast gro inh | WT yeast gro inh mutant strain | PMI inhibition | ER stress rescue | Hep lipid drop | Hep lipid drop cells 6.5 µM
COc1ccc(CC(=O)NC(C)c2nnc(SCC(=O)c3ccc(OC)cc3)n2C)cc1 (stereo unspecified) | 9.4% | 0.2% | i | 0.5 | 1.1 | 19.5% | 3.8 | 11.0 | 10.4% | 0.9% | -4.2 | 674
COCC(=O)Nc1nc2n(n1)C(c1ccccc1Cl)CC(c1ccc(OC)cc1)N2 (stereo unspecified) | 8.9% | 9.9% | i | 0.7 | 1.1 | 3.8% | 4.1 | 2.1 | 6.2% | 4.1% | -1.1 | 766
N#Cc1cn(Cc2ccccc2)c2ccccc12 | -0.5% | 4.1% | i | 1.0 | 1.1 | 21.6% | 25.1 | 16.4 | 18.4% | -0.1% | 10.6 | 698
O=C(Nc1ccc(S(=O)(=O)N2CCCCC2)cc1)c1ccncc1 | 6.3% | 1.8% | i | 0.5 | 1 | 3.1% | -19.6 | 6.6 | 5.8% | -0.2% | . | .
Cc1ccc(C(=O)NCC(=O)OCC(=O)Nc2ncc(C(F)(F)F)cc2Cl)cc1 | 4.3% | 0.2% | i | 0.8 | 1.2 | 6.3% | -2.8 | 1.6 | 1.9% | -1.0% | 0.4 | 631
C/C=C/CSc1nc2c(c(=O)[nH]c(=O)n2C)n1C(C)C | 4.0% | 0.0% | i | 0.8 | 1 | 7.4% | 0.7 | -11.9 | 8.2% | 1.0% | . | .
Cc1cc(C)c(S(=O)(=O)NCCn2ccc3ccccc32)c(C)c1 | 13.5% | -0.6% | i | 3.9 | 1 | 15.7% | -19.4 | -21.7 | 12.9% | -1.9% | -2.3 | 627
CCOC(=O)C1(CCc2ccccc2)CCN(Cc2ccccn2)CC1 | -0.7% | 1.1% | i | 0.2 | 1 | 11.2% | 11.7 | 20.1 | 5.4% | -0.4% | -4.2 | 702
COc1ccc(/C=N/Nc2nc(Nc3ccccc3)nc(N3CCCC3)n2)cc1 | 9.1% | 0.0% | i | 0.2 | 1.2 | 4.8% | 20.2 | -1.9 | 0.4% | -1.1% | -19.3 | 663
CCOc1ccc2nc(SCC(=O)c3cccs3)sc2c1 | -11.7% | -0.4% | i | 1.9 | 1 | 4.6% | 12.3 | -2.6 | -0.3% | -2.9% | -15.1 | 784
Nc1cc(S(=O)(=O)C(F)(F)F)ccc1C(=O)O | 2.6% | 1.2% | i | 0.9 | 1.1 | 3.2% | 5.1 | 0.5 | 5.7% | 2.2% | . | .
O=C(Nc1ccc(S(=O)(=O)N2CCCCC2c2cccnc2)cc1)c1ccccc1F (stereo unspecified) | 9.0% | 0.0% | i | 0.6 | 1.1 | 2.3% | -14.8 | -27.9 | -1.4% | 0.1% | -7.0 | 719
CC1CCCC(C)N1CCCNC(=O)Cn1cc2c(n1)CCCC2 (stereo unspecified) | -1.9% | 6.4% | i | 2.1 | 1.2 | 2.6% | -3.0 | 1.8 | 5.1% | -1.0% | . | .
Cc1cccc(/C=C/C(=O)c2ccc(NC3=NCCCS3)cc2)c1 | 19.1% | 0.5% | . | . | 1.1 | 9.6% | 57.8 | 61.5 | -0.6% | -0.2% | -16.2 | 584
COc1ccc2[nH]cc(C(=O)N3CCCCC3)c(=O)c2c1 | 8.7% | 0.2% | i | 0.7 | 1 | -8.6% | 4.0 | -5.5 | 44.5% | -1.4% | . | .
Cc1ccc(Nc2nnc(SCC(=O)Nc3cccc(S(=O)(=O)N4CCCCC4)c3)s2)cc1 | 4.0% | -7.0% | i | 0.9 | 1.1 | 17.3% | 3.9 | 2.2 | 13.7% | -3.3% | -6.7 | 595
O=c1c([N+](=O)[O-])cccn1Cc1ccccc1Cl | 1.0% | 0.5% | i | 0.3 | 1.1 | -19.7% | -6.2 | -9.2 | -1.4% | -0.1% | -7.5 | 760
CSc1n[nH]c(NCc2ccccc2)n1 | 0.7% | 0.3% | i | 0.7 | 0.6 | 16.2% | -4.6 | 0.7 | 10.9% | -0.5% | -1.4 | 746
CC1CCN(C(=O)Cn2cnc3c(cnn3C(C)(C)C)c2=O)CC1 | 7.1% | 1.8% | i | 1.6 | 1 | -3.6% | 2.4 | 2.6 | -5.5% | . | 13.1 | 689
Cc1nc2ccccn2c1C(=O)NCCCN1CCOCC1 | 7.4% | -0.1% | i | 1.6 | 1.1 | -0.3% | 15.8 | 18.6 | -3.5% | . | 0.6 | 669
Cn1c(=O)n(CC(=O)NCc2cccnc2)c2ccccc21 | -1.3% | 0.4% | i | 1.5 | 1.1 | 2.9% | 12.9 | 13.9 | 3.3% | . | -9.3 | 680
O=C(c1ccc(S(=O)(=O)NCc2ccco2)cc1)N1CCCC1 | 7.7% | 0.5% | i | 0.6 | 1 | -8.0% | -6.3 | 9.4 | -7.0% | -2.8% | 9.8 | 669
COc1ccc(N(CC(=O)Nc2ccc3c(c2)OCO3)S(=O)(=O)c2ccc(C)cc2)cc1OC | -0.4% | 0.3% | i | 0.4 | 1.3 | 7.1% | 2.3 | -3.2 | 1.8% | 2.1% | 15.8 | 645
